Source: PubChem
BRCA1 expr act: qHTS Assay to Identify Small Molecule Activators of BRCA1 Expression; MCF7-BRCA1-FFLuc reporter, luminescence, 48 h; response scale: scaled: vehicle 0%, 10 µM genistein 100%; Potency, µM (top dose mostly 46.1 µM), for inactives: top-dose activation, most hits filed as activators; actives 1.1% (n = 380,000); note: potency is the fitted concentration of half-maximal effect; nearly all actives have a fitted effect of over 80% in size; some results filed as inactive show a strong effect at the top dose
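Compounds are tested at multiple concentrations on MCF7 BRCA1-luciferase reporter cells seeded at 2000 per well; after 48 h, a single luminescence end-point is taken and curves fitted to the normalized data.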
a7 integrin act: qHTS for Activators of Integrin-Mediated Alleviation for Muscular Dystrophy | alpha7betagal myoblasts, beta-gal FDG fluorescence, 48 h | Potency, µM (top dose mostly 38.3 µM), for the others: at the top dose activation, usual class: activators | actives 0.064% (n = 350,000);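 note: potency is the fitted concentration of half-maximal effect; 100% = response of the positive control SU9516; nearly all actives have a fitted effect of over 60% in size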
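alpha7betagal+/- myoblasts (passage 13, 250/well) treated 48 h at 37C with compounds at 1:260 dilution of DMSO stock. Lysed, then beta-galactosidase activity read as FDG fluorescence (ex 480/em 540) after 30 min, with pre-read for autofluorescence.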
B2AR arrestin: qHTS assay of beta-arrestin-biased ligands of beta2-adrenergic receptor. beta-arrestin recruitment to beta2AR, cell-based reporter. actives 0.02% (n = 330,000). Potency, µM (titrated, usually from 46.1 µM), inactives show at the highest dose activation, hits mostly activators. Beta-2 adrenergic receptor (Homo sapiens), P07550. AID 492947, 2010;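 note: potency is the fitted concentration of half-maximal effect; 0% = DMSO controls and full agonism = EC100 isoproterenol or metaproterenol; nearly all actives have a fitted effect of over 65% in size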
ELG1 repair inh: qHTS screen for small molecules that inhibit ELG1-dependent DNA repair in human embryonic kidney (HEK293T) cells expressing luciferase-tagged ELG1 | HEK293T ELG1-luciferase reporter, luminescence, 16 h; DNA damage induced by 5-fluorouridine | Potency, µM (top dose mostly 46.1 µM), without a hit: at the highest dose activity change, negative = inhibition, usual class: inhibitors | actives 2.3% (n = 330,000); note: potency is the fitted concentration of half-maximal effect; % is set by controls: 0 for no effect and ±100 for the full control effect; nearly all actives have a fitted effect of over 55% in size
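Overnight (16 hr) co-exposure of 2,000 cells/well to 5-fluorouridine and compound at 37 °C preceded detection. Luciferase was quantified via ONE-Glo luminescence; loss of signal denotes inhibition.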
TRPV1 agonist: HTS Assay for Compounds that Act as Agonists of the Vanilloid Receptor 1. TRPV1-expressing cells, Fluo-8 calcium influx, agonist mode. activation, % at 8.33 µM. actives 0.19% (n = 320,000); in the data active = activation above about 80%; inconclusive = between about 30% and that limit; note: 0% is about no effect
Target sequence (Q8NER1 whole entry, looked up): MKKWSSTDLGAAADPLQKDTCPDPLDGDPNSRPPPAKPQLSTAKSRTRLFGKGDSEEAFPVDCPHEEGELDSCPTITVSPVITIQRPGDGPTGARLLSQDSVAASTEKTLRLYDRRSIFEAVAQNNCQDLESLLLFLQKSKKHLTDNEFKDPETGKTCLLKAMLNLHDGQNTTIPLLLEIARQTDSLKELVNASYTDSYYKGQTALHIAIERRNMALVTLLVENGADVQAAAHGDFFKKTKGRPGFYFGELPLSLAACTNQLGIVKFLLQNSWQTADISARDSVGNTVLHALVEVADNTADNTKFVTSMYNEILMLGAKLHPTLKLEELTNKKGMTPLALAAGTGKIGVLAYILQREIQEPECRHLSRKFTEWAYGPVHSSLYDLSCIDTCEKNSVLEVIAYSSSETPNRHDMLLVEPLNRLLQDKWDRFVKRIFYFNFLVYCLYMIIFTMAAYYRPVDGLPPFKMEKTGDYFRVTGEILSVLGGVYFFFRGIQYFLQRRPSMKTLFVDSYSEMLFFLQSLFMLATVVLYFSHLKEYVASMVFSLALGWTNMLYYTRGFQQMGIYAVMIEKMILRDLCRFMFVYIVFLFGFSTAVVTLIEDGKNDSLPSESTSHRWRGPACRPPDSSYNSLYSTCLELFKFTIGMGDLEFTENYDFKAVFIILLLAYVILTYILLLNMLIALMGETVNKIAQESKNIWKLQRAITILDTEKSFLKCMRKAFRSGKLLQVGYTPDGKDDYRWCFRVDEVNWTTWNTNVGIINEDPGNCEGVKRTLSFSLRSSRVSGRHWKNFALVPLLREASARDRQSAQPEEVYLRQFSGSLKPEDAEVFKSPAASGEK
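Cells expressing TRPV1 were dye-loaded with Fluo-8 and read kinetically: 10 s baseline, 3 min after compound (agonist portion), then 2 min after EC20 capsaicin (allosteric enhancer portion). Calcium-bound dye fluorescence at 480/520 nm.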
CXXC DNA block: qHTS Fluorescence Polarization Assay for Inhibitors of MLL CXXC domain - DNA interaction; MLL-CXXC / FITC-HOXA9 DNA fluorescence polarization; Potency, µM (series often up to 115 µM), without a hit: top-dose activity change, negative = inhibition, actives largely listed as inhibitors; actives 0.037% (n = 290,000); AID 2662, 2010; active = well fitted inhibition curve with a large enough effect in the polarisation, with a control signal flat, not every such curve was filed as active; inconclusive = small, poorly fitted or top-dose-only effect, or effect the other way, or a change in a side signal; inactive = no such curve, though single readings can be large or run the other way; the % refers to the polarisation; note: potency is the fitted concentration of half-maximal effect
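Steps: dispense CXXC domain solution (7 uM) → pin compounds or unlabeled HOX-A9 DNA control → 5 min ambient → add FLSN-HOX-A9 solution (50 nM) → spin → 30 min ambient → fluorescence polarization. Tris pH 7.5/NaCl/DTT/BSA buffer.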
A-T KAP1 phos: qHTS Assay for Identifying a Potential Treatment of Ataxia-Telangiectasia | actives 0.19% (n = 320,000) | Potency, µM (doses to about 57.5 µM), inactives show top-dose activation, hits mostly activators | […] A-T fibroblasts, KAP-1 phosphorylation AlphaLISA; neocarzinostatin DNA damage 30 min before lysis; note: potency is the fitted concentration of half-maximal effect; % of control where 0% means no effect; nearly all actives have a fitted effect of over 45% in size
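hTERT-immortalized A-T patient fibroblasts ([…]), 500 cells/well in OPTI-MEM, 1% FBS, got compounds for 60 min, then NCS for 30 min at 37C. Lysates were then assayed for phospho-KAP-1 by AlphaLISA (anti-pKAP1 donor, anti-KAP1 acceptor beads), 6 hr at 25C.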
PTAP TSG101 blk: qHTS Assay for Iinhibitors of HIV-1 Budding by Blocking the Interaction of PTAP/TSG101 | Tumor susceptibility gene 101 protein (Homo sapiens), Q99816 | Fluorescence polarization, FITC-PTAP peptide / Tsg101 binding | Potency, µM (series often up to 115 µM), without a hit: top-dose activity change, negative = inhibition, most hits filed as inhibitors | 340,000 tested, under 10 active | AID 493005, 2010; active = well fitted inhibition curve with a large enough effect in the main read-out, with a control signal flat, not every such curve was filed as active; inconclusive = small, poorly fitted or top-dose-only effect, or effect the other way, or a change in a side signal; inactive = no such curve, though single readings can be large or run the other way; note: potency is the fitted concentration of half-maximal effect; % of control where 0% means no effect
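Fluorescence anisotropy tracks displacement of a FITC-tagged PTAP peptide (50 nM) from the Tsg101 binding domain (10 uM), following a 20 min room-temperature incubation at pH 7.5.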
TCR act: Activators of T cell receptors: qHTS campaign | primary human leukocytes, anti-CD3, IL-2 HTRF, 48 h | 330,000 tested, under 10 active | AID 504894, 2011 | Potency, µM (top dose mostly 9.22 µM), for inactives: at the top dose activation of IL-2 secretion, usual class: activators; note: % of control where 0% means no effect
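Using a-CD3 beads without co-stimulation, primary human leukocytes were exposed to compounds for 48 hr. An HTRF IL-2 kit measured the cytokine, with europium-to-d2 energy transfer producing emission at 665nm upon 320nm excitation.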
p53 reactivator: qHTS assay for re-activators of p53 using a Luc reporter; actives 0.063% (n = 320,000); H1299 p53-A138V BP100-luciferase reporter, luminescence, 24 h; Potency, µM (series often up to 92.2 µM), without a hit: top-dose activity change, positive = activation, most hits filed as activators; note: potency is the fitted concentration of half-maximal effect; % of control where 0% means no effect; nearly all actives have a fitted effect of over 45% in size
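H1299 (p53-null), stable ts p53-A138V + BP100-Luc; 1000 cells/well, Opti-MEM/10% FBS; cpd 4 pt, 1:5; 24 h, 37 deg C, 5% CO2; detection reagent 10 min RT; luminescence.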
* marks the source's active call; other numbers are inactive results; ? = inconclusive; . = no result given; [ ] = another dose, or the depositor's remark. Unless noted, calls come from the whole dose curve; as a rule, active = well fitted curve in the direction sought with a large enough effect; inconclusive = small, poorly fitted or top-dose-only effect, or another doubt; inactive = no such curve, though single readings can be large; an effect the other way counts as inactive or inconclusive.

SMILES | BRCA1 expr act | a7 integrin act | B2AR arrestin | ELG1 repair inh | TRPV1 agonist | CXXC DNA block | A-T KAP1 phos | PTAP TSG101 blk | TCR act | p53 reactivator
O=C(COC(=O)c1cc(S(=O)(=O)N2CCOCC2)ccc1Cl)NCc1ccc2c(c1)OCO2 | 14% | 0% | 0.0% | 2% | 3 | . | 1% | -4% | -3% | 14%
Cc1cccc(C(=O)OCc2cnc(Cl)s2)c1 | -8% | 15% | -0.1% | 0% | ? | 2% | 7% | -3% | 1% | 5%
O=C(NCCCc1ccccc1)c1ccccc1 | 10µM* | 12% | 0.0% | ? | ? | 5% | -8% | 1% | -2% | ?
COc1ccc(-c2sc3ccc(N4CCOCC4)cc3c2C#CCO)cc1 | -5% | -39% | 0.2% | 5.2µM* | . | . | 10% | -4% | 1% | 3%
CCc1ccc2[nH]c(=O)c(CN(CCN(C)C)C(=S)NCc3ccco3)cc2c1 | -20% | -44% | 0.4% | -14% | ? | ? | -9% | -1% | 0% | -3%
O=S1(=O)CCOC[C@H](Cc2ccccc2)N1Cc1ccccc1F | -5% | 2% | . | . | . | . | . | -2% | -3% | .
Cc1cc(C)cc(NC(=O)Nc2cnccn2)c1 | 1% | 20% | 0.0% | -1% | 3 | -6% | 4% | 0% | -4% | 0%
C=CCNC(=O)C1CCN(S(C)(=O)=O)CC1 | 19% | 16% | 0.2% | 8% | -1 | -1% | 20% | -3% | -1% | 1%
COc1ccc(OC)c(CN(CCN2CCOCC2)C(=O)Nc2ccccc2)c1 | 18% | -6% | -0.6% | ? | 10 | 14% | 0% | 1% | -9%[46.1 µM] | 21%
O=C(NCc1ccccc1)C12CC3CC(CC(C3)C1)C2 | 11% | -12% | 9.2% | 0% | 9 | 4% | . | -3% | 4% | -2%
O=C(Nc1ccncc1)C1CCN(S(=O)(=O)c2ccccc2)CC1 | -20% | 38% | 0.2% | ? | -3 | . | 5% | -1% | -1% | 5%
N#C/C(=N\Nc1ccc(Cl)c(Cl)c1)C(=O)C1CC1 | 6% | -61%[inhibitor] | 0.3% | ? | 12 | -12% | 5% | 5% | 6% | ?
O=c1cnnc(N/N=C/c2ccc3c(c2)OCO3)[nH]1 | -5% | 20% | -0.1% | 23% | -3 | -2% | 9% | -3% | -3% | 2%
CC(=O)C1=C(C)NC(SCC(=O)c2ccc(Cl)cc2)=C(C#N)C1CC(C)C (stereo not given) | -25% | -7% | 0.3% | -5% | 3 | -2% | -3% | 0% | 11% | 7%
COc1cc(-c2ccc3oc(-c4ccsc4)cc3c2)cc(OC)c1OC | -7% | 26% | . | . | . | . | . | -2% | 2% | .
Cc1nc2sc(C(c3ccco3)N3CCN(c4ccccc4F)CC3)c(O)n2n1 (stereo not given) | -8% | -10% | -0.7% | 3% | 1 | 9% | -1% | -7% | -1% | .
CC(Sc1ncnc2sc(-c3ccccc3)cc12)C(N)=O (stereo not given) | 10µM* | 7% | 0.4% | ? | 1 | 57%[activator] | 18% | 1% | 3% | -7%
O=C(COC(=O)CNC(=O)c1cccc([N+](=O)[O-])c1)Nc1ccccc1OC(F)F | 38% | 0% | -1.0% | 10% | 0 | 11% | 6% | -6% | -3%[46.1 µM] | -3%
Cc1ccc(C2(C(F)(F)F)N=C3Sc4cc(C)ccc4N3C(=O)N2)cc1 (stereo not given) | . | . | -0.2% | 3% | 3 | 4% | . | . | . | ?
CC(O)c1nc2ccccc2n1CCCc1ccccc1 (stereo not given) | 1% | 18% | -0.3% | 8% | 21 | -4% | -1% | -1% | 0% | -44%[inhibitor]

Fetched by structure from above:
SMILES | BRCA1 expr act | a7 integrin act | B2AR arrestin | ELG1 repair inh | TRPV1 agonist | CXXC DNA block | A-T KAP1 phos | PTAP TSG101 blk | TCR act | p53 reactivator
CC(Sc1ncnc2sc(-c3ccccc3)cc12)C(N)=O (stereo not given) | 10µM* | 7% | 0.4% | ? | 1 | 57%[activator] | 18% | 1% | 3% | -7%
Cc1cc(C)cc(NC(=O)Nc2cnccn2)c1 | 1% | 20% | 0.0% | -1% | 3 | -6% | 4% | 0% | -4% | 0%
O=C(Nc1ccncc1)C1CCN(S(=O)(=O)c2ccccc2)CC1 | -20% | 38% | 0.2% | ? | -3 | . | 5% | -1% | -1% | 5%

By substructure, those above containing an NH in an aromatic ring (two)
SMILES | BRCA1 expr act | a7 integrin act | B2AR arrestin | ELG1 repair inh | TRPV1 agonist | CXXC DNA block | A-T KAP1 phos | PTAP TSG101 blk | TCR act | p53 reactivator
CCc1ccc2[nH]c(=O)c(CN(CCN(C)C)C(=S)NCc3ccco3)cc2c1 | -20% | -44% | 0.4% | -14% | ? | ? | -9% | -1% | 0% | -3%
O=c1cnnc(N/N=C/c2ccc3c(c2)OCO3)[nH]1 | -5% | 20% | -0.1% | 23% | -3 | -2% | 9% | -3% | -3% | 2%

Following part
SMILES | BRCA1 expr act | a7 integrin act | B2AR arrestin | ELG1 repair inh | TRPV1 agonist | CXXC DNA block | A-T KAP1 phos | PTAP TSG101 blk | TCR act | p53 reactivator
N#Cc1c(N)nc2c(c1N)CC(C(F)(F)F)O2 (stereo not given) | -3% | -14% | -0.6% | -19% | -4 | -3% | -4% | 0% | -2% | -1%
COc1ccccc1NC1=Nc2cccc3cccc1c23 | 7% | 41% | -0.2% | -7% | 4 | -2% | -3% | 0% | 9% | 1%
CSc1c(CC(=O)NCCO)n(C)c2ccccc12 | 35% | 14% | 0.2% | 15% | -3 | -16% | -1% | 1% | -3%[46.1 µM] | -5%
CCCOc1ccc(C(=O)Nc2cc(S(=O)(=O)N3CCOCC3)ccc2N2CCN(CC)CC2)cc1OC | 0% | -30% | . | . | . | . | . | 1% | 0% | .
COc1ccc2c(CCNC(=O)c3ccco3)c[nH]c2c1 | 9% | 24% | -0.5% | ? | -7 | 8% | 4% | 1% | 2% | 24%
Cc1[nH]n(-c2ccccc2)c(=O)c1N=Nc1ccccc1C(=O)N1CCOCC1 | -40% | 3% | -1.1% | ? | 0 | 12% | 0% | 0% | -1%[46.1 µM] | -4%
Cc1c(C(c2ccc(C(=O)O)cc2)c2c(C)n(C)n(-c3ccccc3)c2=O)c(=O)n(-c2ccccc2)n1C | -9% | 3% | 0.3% | -7% | 1 | 4% | 0% | -9% | -3% | -2%
COc1ccccc1[C@@H]1C(c2cccc(C)c2)=NN(c2ccc(Br)cc2)[C@H]1C(=O)N1CCOC1=O | -18% | 4% | -0.2% | 13% | . | . | -20% | -2% | -2%[46.1 µM] | -5%
Cc1ccc(CSCCNC(=O)c2cccc([N+](=O)[O-])c2)cc1 | -3% | 9% | -0.5% | ? | -5 | 9% | 11% | -4% | -2%[46.1 µM] | 0%
Cc1ccc2c(c1)C1CN(C)CCC1N2C(=O)COc1ccccc1F (stereo not given) | -17% | -33% | -0.9% | 17% | 3 | -17% | 0% | -5% | 8% | -5%
COc1cc(/C=N\NC(=O)C2C(=O)NCC2c2ccccc2)cc(OC)c1O (stereo not given) | -22% | 15% | -0.3% | 15% | 1 | 11% | -5% | 1% | 5% | -2%
COc1ccc2c(c1OC)C(=O)OC2CC(=O)O (stereo not given) | 1% | 19% | -0.5% | 0% | -3 | 3% | 1% | -2% | -3% | -4%
Cc1ccc(C(=O)COC(=O)CCS(=O)(=O)c2ccccc2)cc1[N+](=O)[O-] | -10% | 1% | -0.1% | 2% | -3 | . | -4% | -8% | . | 5%
COCCCn1c(SCC(=O)Nc2ccc(NC(C)=O)cc2)nc2sc3c(c2c1=O)CCC3 | -49% | -13% | 0.0% | -14% | 8 | 11% | -5% | -2% | 7% | 1%
S=C(NCCCN1CCOCC1)Nc1ccc(Cl)cc1 | 16% | -14% | -1.6% | 0% | 2 | -10% | 3% | 1% | -15%[46.1 µM] | -17%
O=C(O)c1cn[nH]c1-c1cccc([N+](=O)[O-])c1 | 2% | -10% | 0.0% | 3% | 4 | -13% | 0% | -1% | 3% | 0%
O=C(c1cccs1)N1CCN(C(=O)c2ccco2)c2ccccc2C1 | -5% | -15% | -0.3% | 23% | 5 | -2% | 9% | -3% | -5% | -17%

2 neighbouring records already listed, quoted:
SMILES | BRCA1 expr act | a7 integrin act | B2AR arrestin | ELG1 repair inh | TRPV1 agonist | CXXC DNA block | A-T KAP1 phos | PTAP TSG101 blk | TCR act | p53 reactivator
Cc1ccc(C(=O)COC(=O)CCS(=O)(=O)c2ccccc2)cc1[N+](=O)[O-] | -10% | 1% | -0.1% | 2% | -3 | . | -4% | -8% | . | 5%
COCCCn1c(SCC(=O)Nc2ccc(NC(C)=O)cc2)nc2sc3c(c2c1=O)CCC3 | -49% | -13% | 0.0% | -14% | 8 | 11% | -5% | -2% | 7% | 1%
